Source: PubChem
UPR CHOP act = activators of apoptotic arm of unfolded protein response (CHOP) | activation, % at 10 µM | hit rate 0.34% among 330,000 | CHO-CHOP luciferase reporter, UPR activation, luminescence; percent of tunicamycin response over DMSO baseline | AID 449763;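 active = at 10 µM dose, activation of 40% or more, normalized to positive control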;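 also: 100% = tunicamycin at 10 µg/mL and 0% = DMSO alone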
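Material: CHO-CHOP cells, stable luciferase reporter of PERK-eIF2a-CHOP signalling; quantity: 500 reporter cells seeded per well; buffer or medium: F12 medium containing 10% fetal bovine serum; compound: one dose, 10 µM in 0.5% DMSO; incubation: 6 h compound treatment, 37 °C; measured by: Steady-Glo luciferase luminescence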
EBI2 block = antagonists of human EBI2 receptor; EBI2 beta-arrestin recruitment, luminescence, 7a,25-OHC stimulated; inhibition, % at 5 µM; hit rate 0.81% among 360,000; AID 651636; in the data active = inhibition above about 38%;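 also: enzyme fragment complementation signal reports receptor beta-arrestin coupling in cells; 0% = agonist plus DMSO wells and 100% = wells without agonist; some results beyond the cut were filed as inactive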
Target sequence (P32249 whole entry, looked up, the tested form may be a part): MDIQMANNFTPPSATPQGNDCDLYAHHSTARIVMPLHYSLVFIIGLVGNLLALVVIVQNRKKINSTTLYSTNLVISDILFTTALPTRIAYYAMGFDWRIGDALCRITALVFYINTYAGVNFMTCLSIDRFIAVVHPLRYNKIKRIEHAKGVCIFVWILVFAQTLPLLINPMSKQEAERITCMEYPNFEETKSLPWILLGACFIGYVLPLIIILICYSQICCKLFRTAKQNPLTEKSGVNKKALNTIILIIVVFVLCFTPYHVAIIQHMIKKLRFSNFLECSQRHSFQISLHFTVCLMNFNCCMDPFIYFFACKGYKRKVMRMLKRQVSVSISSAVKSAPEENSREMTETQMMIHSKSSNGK
697 NFkB inh = lowers PMA/ionomycin-induced NF-kB signal in 697 B cells. 697 B-cell NF-kB luciferase reporter, 16 h. inhibition, % at 4 µM. hit rate 0.33% among 330,000. AID 435022; in the data active = inhibition above about 35%
Jurkat NFkB inh = lowers PMA/ionomycin-induced NF-kB signal in Jurkat cells | AID 435003 | inhibition, % at 4 µM | PMA/ionomycin-induced NF-kB luciferase reporter, luminescence | hit rate 0.53% among 330,000; in the data active = inhibition above about 50%
Gli-Sufu antag = antagonists of Gli-Sufu signaling | inhibition, % at 5 µM | Sufu-KO-LIGHT fibroblasts, Gli luciferase reporter luminescence | hit rate 0.74% among 340,000;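 active = inhibition above about 55%, limit read from the data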;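 also: 0% = DMSO-treated cells and 100% = wells with medium but no cells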
CCR6 antagonist = antagonists of human CCR6 receptor | inhibition, % at 20 µM | CHO-K1 CCR6 PathHunter beta-arrestin, luminescence, CCL20-stimulated | hit rate 0.49% among 340,000 | AID 493098 | P51684;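 active = compounds whose inhibition of the agonist-driven luminescence signal at 20 µM reaches about 50%, limit read from the data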;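 also: cells stimulated with CCL20 at 14 nM final; plate controls were DMSO with CCL20 for no effect and DMSO without agonist for full effect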
Target sequence (P51684 whole entry, looked up): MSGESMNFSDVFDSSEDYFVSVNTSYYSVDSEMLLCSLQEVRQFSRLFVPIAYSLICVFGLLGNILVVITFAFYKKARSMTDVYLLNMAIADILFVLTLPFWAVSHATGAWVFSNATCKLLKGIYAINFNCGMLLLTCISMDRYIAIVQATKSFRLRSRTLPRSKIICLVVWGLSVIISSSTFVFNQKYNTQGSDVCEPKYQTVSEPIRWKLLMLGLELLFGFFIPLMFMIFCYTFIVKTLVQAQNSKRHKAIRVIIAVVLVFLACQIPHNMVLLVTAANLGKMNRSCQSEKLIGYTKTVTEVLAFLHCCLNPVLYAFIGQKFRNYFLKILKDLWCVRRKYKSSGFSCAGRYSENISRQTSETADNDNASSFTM
CXCR6 block = CXCR6 (human) receptor inhibition. inhibition, % at 20 µM. hit rate 0.36% among 360,000. CHO-K1 PathHunter CXCR6 beta-arrestin, luminescence. O00574; in the data active = inhibition above about 34%, passing the limit was not always enough;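 also: antagonist mode with CXCL16 agonist at 10 nM final; 0% = 10 nM CXCL16 with DMSO and 100% = unstimulated wells without agonist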
Target sequence (O00574 whole entry, looked up): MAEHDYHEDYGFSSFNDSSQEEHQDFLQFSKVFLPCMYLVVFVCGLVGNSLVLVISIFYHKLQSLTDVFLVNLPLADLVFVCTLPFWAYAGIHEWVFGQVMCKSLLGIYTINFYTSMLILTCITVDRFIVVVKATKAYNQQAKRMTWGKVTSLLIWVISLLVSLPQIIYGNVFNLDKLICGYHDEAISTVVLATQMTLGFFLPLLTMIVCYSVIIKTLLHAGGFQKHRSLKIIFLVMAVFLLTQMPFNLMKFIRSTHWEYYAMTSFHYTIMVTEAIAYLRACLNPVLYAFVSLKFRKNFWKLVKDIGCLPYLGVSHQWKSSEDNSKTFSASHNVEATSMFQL
Mdm2-MdmX inh = inhibitors of human Mdm2/MdmX interaction. hit rate 3% among 330,000. inhibition, % at 8 µM. SaOS-2 split-luciferase Mdm2/MdmX complementation, luminescence. O15151+Q00987;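 active = inhibition of at least 50% at 8 µM in the primary screen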
UPR XBP1 act = activators of adaptive arm of unfolded protein response (XBP1) | CHO-XBP1 luciferase reporter, IRE1-XBP1 UPR activation, luminescence; percent of tunicamycin response, DMSO as zero | activation, % at 20 µM | hit rate 0.33% among 330,000 | AID 463104;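 active = versus positive control, 20 µM dose yields 30% or more activation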;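 also: 100% = tunicamycin at 10 µg/mL and 0% = DMSO only wells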
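Test system: CHO-XBP1 luciferase reporter cells | Buffer or medium: Serum-containing F12 medium, 10% FBS | Schedule: 6 h compound exposure at 37 °C, 5% CO2 | Detection: Steady-Glo luciferase glow luminescence, 10 min after reagent addition | Read-out basis: Activation, % of tunicamycin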
* marks the source's active call; other numbers are inactive results.

Screening COc1ccc(C2CC(c3cccs3)=NN2C(=O)CSc2nnc(N)s2)cc1OC (stereo not drawn) returned UPR CHOP act 0.4, EBI2 block 5, 697 NFkB inh 17, Jurkat NFkB inh -1, Gli-Sufu antag 4, CCR6 antagonist 8, CXCR6 block -4, Mdm2-MdmX inh 13 and UPR XBP1 act 0.
For Cc1ccc(C)n1-c1ccccc1N1CCCCC1 the results were UPR CHOP act -0.6, EBI2 block -3, 697 NFkB inh -4, Jurkat NFkB inh -1, Gli-Sufu antag 6, CCR6 antagonist 15, CXCR6 block 10, Mdm2-MdmX inh 18 and UPR XBP1 act -1.
Screening COc1cc(C)c(C(N)=O)c(OC)n1 returned UPR CHOP act -0.6, EBI2 block -14, 697 NFkB inh -8, Jurkat NFkB inh 1, Gli-Sufu antag -2, CCR6 antagonist 1, CXCR6 block 1, Mdm2-MdmX inh 7 and UPR XBP1 act -2.
`CCCOc1ccc(C(=O)Nc2ccc(C)cc2[N+](=O)[O-])cc1` gave UPR CHOP act 0.8, EBI2 block 18, 697 NFkB inh -9, Jurkat NFkB inh -38, Gli-Sufu antag -5, CCR6 antagonist 8, CXCR6 block 6, Mdm2-MdmX inh 3 and UPR XBP1 act 2.
`Cc1ccc(NC(=O)C2CCN(C(=O)c3ccc(Cl)cc3)CC2)nc1` gave UPR CHOP act -0.2, EBI2 block 41, 697 NFkB inh 11, Jurkat NFkB inh -1, Gli-Sufu antag 1, CCR6 antagonist 18, CXCR6 block -1, Mdm2-MdmX inh 3 and UPR XBP1 act 0.
For CCC(CC)C(=O)Nc1nnc(S(=O)(=O)Nc2ccc(OC)cc2)s1 the results were UPR CHOP act -1.1, EBI2 block 1, 697 NFkB inh 14, Jurkat NFkB inh 0, Gli-Sufu antag 0, CCR6 antagonist 20, CXCR6 block -4, Mdm2-MdmX inh 10 and UPR XBP1 act -1.
For O=C(O)/C(=C\c1cn(-c2ccccc2)nc1-c1cccnc1)NC(=O)c1ccccc1 the results were UPR CHOP act 2.0, EBI2 block -2, 697 NFkB inh 16, Jurkat NFkB inh 2, Gli-Sufu antag -4, CCR6 antagonist -3, CXCR6 block -7, Mdm2-MdmX inh 5 and UPR XBP1 act -3.
Screening CCn1nccc1C(=O)Nc1ccc(Cl)c(Cl)c1 returned UPR CHOP act 4.0, EBI2 block 0, 697 NFkB inh -29, Jurkat NFkB inh -20, Gli-Sufu antag -17, CCR6 antagonist -5, CXCR6 block -11, Mdm2-MdmX inh 28 and UPR XBP1 act 3.
COC(CN1CCc2c(C)nc3c(C#N)cnn3c21)OC was read as UPR CHOP act 0.5, EBI2 block -1, 697 NFkB inh 15, Jurkat NFkB inh 2, Gli-Sufu antag 12, CCR6 antagonist -2, CXCR6 block -2, Mdm2-MdmX inh -31 and UPR XBP1 act 1.
For COc1ccc2oc(C(=O)Nc3ccc(N4CCOCC4)cc3)c(C)c2c1 the results were UPR CHOP act -0.6, EBI2 block 4, 697 NFkB inh -10, Jurkat NFkB inh -3, Gli-Sufu antag 16, CCR6 antagonist 6, CXCR6 block -7, Mdm2-MdmX inh 13 and UPR XBP1 act -1.
`C=CCN=c1scc(C)n1/N=C/c1ccc(O)c(O)c1` gave UPR CHOP act 302*, EBI2 block -7, 697 NFkB inh -130, Jurkat NFkB inh -3, Gli-Sufu antag 40, CCR6 antagonist -3, CXCR6 block -1, Mdm2-MdmX inh -23 and UPR XBP1 act 19.
For O=C(c1ccco1)N1CCn2c1nc1ccccc12 the results were UPR CHOP act 3.1, EBI2 block 7, 697 NFkB inh -37, Jurkat NFkB inh -54, Gli-Sufu antag 4, CCR6 antagonist 19, CXCR6 block 7, Mdm2-MdmX inh -36 and UPR XBP1 act 0.
`C=C(C)CN=c1scc(C)n1/N=C/c1ccco1` gave UPR CHOP act 0.4, EBI2 block -1, 697 NFkB inh -28, Jurkat NFkB inh -4, Gli-Sufu antag -15, CCR6 antagonist 31, CXCR6 block 6, Mdm2-MdmX inh -12 and UPR XBP1 act 1.
Screening NC(=O)COC(=O)CNC(=O)c1sc2ccccc2c1Cl returned UPR CHOP act 0.0, EBI2 block 5, 697 NFkB inh 3, Jurkat NFkB inh 9, Gli-Sufu antag -2, CCR6 antagonist -13, CXCR6 block 2, Mdm2-MdmX inh -12 and UPR XBP1 act -2.
Screening COc1ccccc1NC(=O)Cn1cnc2sc(C)c(S(=O)(=O)N3CCCCC3)c2c1=O returned UPR CHOP act -0.2, EBI2 block -3, 697 NFkB inh -20, Jurkat NFkB inh -4, Gli-Sufu antag -3, CCR6 antagonist 1, CXCR6 block 3, Mdm2-MdmX inh 0 and UPR XBP1 act -3.
CCOC(=O)c1c(-c2ccc(C)cc2)csc1NC1=NS(=O)(=O)c2ccccc21 was read as UPR CHOP act 0.0, EBI2 block 0, 697 NFkB inh 2, Jurkat NFkB inh 12, Gli-Sufu antag 42, CCR6 antagonist -2, CXCR6 block 4, Mdm2-MdmX inh 3 and UPR XBP1 act 9.
For O=C(O)[C@H]1CCCN1S(=O)(=O)c1cccc2cccnc12 the results were UPR CHOP act 0.7, EBI2 block -4, 697 NFkB inh 25, Jurkat NFkB inh -6, Gli-Sufu antag -3, CCR6 antagonist 0, CXCR6 block 4, Mdm2-MdmX inh 9 and UPR XBP1 act -1.
Screening CC(=O)Nc1ccc(C2(c3ccc(NC(C)=O)cc3)NC(=O)c3ccccc32)cc1 returned UPR CHOP act -2.2, EBI2 block -3, 697 NFkB inh -4, Jurkat NFkB inh -5, Gli-Sufu antag 12, CCR6 antagonist -2, CXCR6 block -3, Mdm2-MdmX inh 20 and UPR XBP1 act -1.
For CCOc1cccc(OCCOCCN(C)C)c1 the results were UPR CHOP act -1.1, EBI2 block -5, 697 NFkB inh 23, Jurkat NFkB inh 1, Gli-Sufu antag -12, CCR6 antagonist 6, CXCR6 block 4, Mdm2-MdmX inh -1 and UPR XBP1 act 2.
`COc1ccccc1Nc1nnc(SC(C)C(=O)NC2CC2)s1` (stereo not drawn) gave UPR CHOP act 0.1, EBI2 block 4, 697 NFkB inh 12, Jurkat NFkB inh 1, Gli-Sufu antag -5, CCR6 antagonist -6, CXCR6 block -9, Mdm2-MdmX inh -12 and UPR XBP1 act 4.
`CCCCCCc1nnc(NC(=O)c2ccco2)s1` gave UPR CHOP act 0.8, EBI2 block 5, 697 NFkB inh -35, Jurkat NFkB inh -8, Gli-Sufu antag -10, CCR6 antagonist 4, CXCR6 block 2, Mdm2-MdmX inh -32 and UPR XBP1 act -2.
For O=C(CCN1C(=O)/C(=C/c2ccc(Cl)cc2)SC1=S)NC1C=CS(=O)(=O)C1 (stereo not drawn) the results were UPR CHOP act 0.3, EBI2 block -3, 697 NFkB inh -77, Jurkat NFkB inh 0, Gli-Sufu antag -22, CCR6 antagonist 9, CXCR6 block 5, Mdm2-MdmX inh 59* and UPR XBP1 act 0.
For Cc1cc(-c2ccc(C)c(S(=O)(=O)NCC3CCN(Cc4ccc(F)cc4)CC3)c2)on1 the results were UPR CHOP act -0.2, EBI2 block 17, 697 NFkB inh -1, Jurkat NFkB inh 8, Gli-Sufu antag 28, CCR6 antagonist 24, CXCR6 block 1, Mdm2-MdmX inh 30 and UPR XBP1 act -4.
O=C(Cc1csc(-c2ccccc2)n1)Nc1ccc(C(F)(F)F)cc1 was read as UPR CHOP act 0.2, EBI2 block -2, 697 NFkB inh 25, Jurkat NFkB inh 3, Gli-Sufu antag -17, CCR6 antagonist 3, CXCR6 block -4, Mdm2-MdmX inh 5 and UPR XBP1 act -1.
COc1cc(NC(=O)COC(=O)CSc2ccc3ccccc3c2)c(C)cc1[N+](=O)[O-] was read as UPR CHOP act -0.1, EBI2 block -6, 697 NFkB inh -27, Jurkat NFkB inh -12, Gli-Sufu antag -9, CCR6 antagonist -3, CXCR6 block 8, Mdm2-MdmX inh 15 and UPR XBP1 act -1.
Screening CCc1nc(CNC(=O)C2CCC(=O)N(Cc3ccccc3F)C2)no1 (stereo not drawn) returned UPR CHOP act 1.7, EBI2 block -4, 697 NFkB inh 9, Jurkat NFkB inh 13, Gli-Sufu antag -2, CCR6 antagonist 3, CXCR6 block 10, Mdm2-MdmX inh 6 and UPR XBP1 act -1.
Screening COCc1ccc(C(=O)NC2CC(C)(C)Cc3c2cnn3-c2ccc(C)cc2)o1 (stereo not drawn) returned UPR CHOP act 1.1, EBI2 block -11, 697 NFkB inh 6, Jurkat NFkB inh 1, Gli-Sufu antag 10, CCR6 antagonist 9, CXCR6 block 2, Mdm2-MdmX inh 4 and UPR XBP1 act -7.
Screening O=C(COc1coc(CN2CCc3ccccc32)cc1=O)Nc1ccc([N+](=O)[O-])cc1 returned UPR CHOP act 0.2, EBI2 block -4, 697 NFkB inh 10, Jurkat NFkB inh 28, Gli-Sufu antag -5, CCR6 antagonist 19, CXCR6 block -9, Mdm2-MdmX inh 2 and UPR XBP1 act 2.
`Cc1cc(O)c(CN(C)C)c2c1C(=O)/C(=C/c1ccco1)O2` gave UPR CHOP act -2.8, EBI2 block 14, 697 NFkB inh 6, Jurkat NFkB inh 15, Gli-Sufu antag 36, CCR6 antagonist 0, CXCR6 block 2, Mdm2-MdmX inh 17 and UPR XBP1 act 1.
CC(C)C[C@H](NC(=O)C1CCN(C(=O)[C@H](Cc2ccccc2)NC(=O)OC(C)(C)C)CC1)C(=O)O was read as UPR CHOP act 0.4, EBI2 block -4, 697 NFkB inh -19, Jurkat NFkB inh -7, Gli-Sufu antag -3, CCR6 antagonist 7, CXCR6 block -5, Mdm2-MdmX inh 3 and UPR XBP1 act 1.
For O=C(O)/C=C/C(=O)Nc1ccccc1C(=O)OCC(=O)c1ccc2c(c1)OCCO2 the results were UPR CHOP act 0.3, EBI2 block 2, 697 NFkB inh -3, Jurkat NFkB inh -12, Gli-Sufu antag -7, CCR6 antagonist 11, CXCR6 block 1, Mdm2-MdmX inh 5 and UPR XBP1 act -3.
Cc1ccc(C)c(NC(=O)c2ccc3nccnc3c2)c1 was read as UPR CHOP act 1.3, EBI2 block -17, 697 NFkB inh 4, Jurkat NFkB inh -24, Gli-Sufu antag -35, CCR6 antagonist -4, CXCR6 block -3, Mdm2-MdmX inh 23 and UPR XBP1 act 1.
Screening NS(=O)(=O)c1ccc(NC(=O)COC(=O)CN2C(=O)C3CC=CCC3C2=O)cc1 (stereo not drawn) returned UPR CHOP act -1.4, EBI2 block 0, 697 NFkB inh 7, Jurkat NFkB inh -4, Gli-Sufu antag 19, CCR6 antagonist -4, CXCR6 block 3, Mdm2-MdmX inh 7 and UPR XBP1 act -4.
Screening Cc1sc2nc(SCC(=O)C(C)(C)C)n(Cc3ccco3)c(=O)c2c1C returned UPR CHOP act -0.7, EBI2 block -61, 697 NFkB inh -54, Jurkat NFkB inh 47, Gli-Sufu antag -4, CCR6 antagonist 9, CXCR6 block 11, Mdm2-MdmX inh 37 and UPR XBP1 act 3.

Looked up by compound from above:
`C=C(C)CN=c1scc(C)n1/N=C/c1ccco1` gave UPR CHOP act 0.4, EBI2 block -1, 697 NFkB inh -28, Jurkat NFkB inh -4, Gli-Sufu antag -15, CCR6 antagonist 31, CXCR6 block 6, Mdm2-MdmX inh -12 and UPR XBP1 act 1.
For Cc1ccc(C)n1-c1ccccc1N1CCCCC1 the results were UPR CHOP act -0.6, EBI2 block -3, 697 NFkB inh -4, Jurkat NFkB inh -1, Gli-Sufu antag 6, CCR6 antagonist 15, CXCR6 block 10, Mdm2-MdmX inh 18 and UPR XBP1 act -1.
